# Dicer processing – inhibitors of Dicer pre-microRNA processing, primary screen, biochemical, cat-ELCCA, chemiluminescence | Endoribonuclease Dicer (Homo sapiens), Q9UPY3 | cat-ELCCA pre-miR-21 Dicer processing; stronger effect = higher value | z-score at 25 µM | 47,000 tested, 6% active | AID 1347074, 2019; in the data active = z-score above about 3, passing the limit was not always enough;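 note: plate controls were vehicle for no effect and no enzyme for full effect; higher signal means more uncleaved substrate so more Dicer inhibition; strong numbers were not always called active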
# Target sequence (Q9UPY3 whole entry, looked up): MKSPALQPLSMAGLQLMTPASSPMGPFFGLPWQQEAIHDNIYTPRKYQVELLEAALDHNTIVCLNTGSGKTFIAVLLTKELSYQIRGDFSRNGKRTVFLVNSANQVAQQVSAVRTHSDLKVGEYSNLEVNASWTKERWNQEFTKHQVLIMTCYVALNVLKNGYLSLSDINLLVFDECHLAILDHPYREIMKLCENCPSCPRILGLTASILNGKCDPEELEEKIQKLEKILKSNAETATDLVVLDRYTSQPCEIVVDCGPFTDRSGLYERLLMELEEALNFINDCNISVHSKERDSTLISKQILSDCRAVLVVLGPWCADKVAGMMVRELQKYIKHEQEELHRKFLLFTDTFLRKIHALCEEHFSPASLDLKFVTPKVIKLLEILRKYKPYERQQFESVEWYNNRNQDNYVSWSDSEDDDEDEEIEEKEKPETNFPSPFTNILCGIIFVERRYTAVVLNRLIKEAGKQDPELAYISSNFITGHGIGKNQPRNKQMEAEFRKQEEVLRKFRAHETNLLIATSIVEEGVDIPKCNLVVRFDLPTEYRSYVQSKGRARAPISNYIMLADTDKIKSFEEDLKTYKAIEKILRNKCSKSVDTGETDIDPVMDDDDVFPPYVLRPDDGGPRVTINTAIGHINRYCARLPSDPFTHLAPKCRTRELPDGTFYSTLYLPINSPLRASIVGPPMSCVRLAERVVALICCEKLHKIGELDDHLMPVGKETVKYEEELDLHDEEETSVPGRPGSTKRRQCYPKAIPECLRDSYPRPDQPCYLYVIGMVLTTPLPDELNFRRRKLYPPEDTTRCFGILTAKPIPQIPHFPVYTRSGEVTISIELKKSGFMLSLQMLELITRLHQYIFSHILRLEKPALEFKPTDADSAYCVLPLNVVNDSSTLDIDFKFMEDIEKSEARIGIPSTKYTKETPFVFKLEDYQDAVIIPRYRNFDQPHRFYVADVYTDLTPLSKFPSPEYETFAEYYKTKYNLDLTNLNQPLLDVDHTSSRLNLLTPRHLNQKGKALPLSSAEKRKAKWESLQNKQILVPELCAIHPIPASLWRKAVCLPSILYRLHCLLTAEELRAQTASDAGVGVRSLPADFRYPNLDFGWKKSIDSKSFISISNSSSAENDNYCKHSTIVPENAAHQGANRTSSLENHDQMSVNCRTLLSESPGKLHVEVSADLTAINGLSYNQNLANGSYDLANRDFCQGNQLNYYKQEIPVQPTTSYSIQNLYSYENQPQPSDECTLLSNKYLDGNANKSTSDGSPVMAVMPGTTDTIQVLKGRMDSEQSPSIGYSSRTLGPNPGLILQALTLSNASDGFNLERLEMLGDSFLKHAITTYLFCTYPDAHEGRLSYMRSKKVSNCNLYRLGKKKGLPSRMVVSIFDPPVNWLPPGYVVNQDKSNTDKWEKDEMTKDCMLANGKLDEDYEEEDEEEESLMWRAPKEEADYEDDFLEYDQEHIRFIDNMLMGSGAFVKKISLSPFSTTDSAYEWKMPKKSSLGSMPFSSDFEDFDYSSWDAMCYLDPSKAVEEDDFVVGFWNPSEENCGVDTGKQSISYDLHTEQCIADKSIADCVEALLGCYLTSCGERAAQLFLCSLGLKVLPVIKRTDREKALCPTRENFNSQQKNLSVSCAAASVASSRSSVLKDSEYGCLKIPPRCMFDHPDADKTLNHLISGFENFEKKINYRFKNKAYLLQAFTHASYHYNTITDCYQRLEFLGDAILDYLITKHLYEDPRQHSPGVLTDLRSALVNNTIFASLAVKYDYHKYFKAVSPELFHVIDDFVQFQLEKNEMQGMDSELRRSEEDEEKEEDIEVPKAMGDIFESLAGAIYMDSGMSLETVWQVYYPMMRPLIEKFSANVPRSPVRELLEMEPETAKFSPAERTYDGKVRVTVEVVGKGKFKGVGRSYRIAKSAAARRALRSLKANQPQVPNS
# Starred values were filed as active, the others as inactive. The list is partial; count on the stated rates, not on these rows.
Structure | Dicer processing
CCC(C)(CN(C)C)OC(=O)c1ccccc1 (stereo not given) | 0.05
Cc1cccc2c1NC(=O)C2(O)CC(=O)c1ccccc1 (stereo not given) | -0.04
CC(C)C(=O)N(c1ccc2oc(=O)sc2c1)S(=O)(=O)c1ccc(Br)cc1 | 0.6
CCOC(=O)c1sc2nc(C)n(Cc3csc(-c4ccc(Cl)cc4)n3)c(=O)c2c1C | -1
CS/C(NCc1cccnc1)=C(/C#N)C(=O)C1CC1 | -7.9
CCOC(=O)NS(=O)(=O)c1ccccc1Cl | 0.37
FC(F)(F)Oc1ccc(OCc2n[nH]c(=S)n2-c2ccccc2)cc1 | 0.68
CC(N)=O | 4.1*
CCOc1cc(C2Nc3ccccc3-c3cc(C)nn32)ccc1O (stereo not given) | 0.18
COc1cc(NC(=S)NNS(=O)(=O)c2ccc(C)cc2)c(OC)cc1Cl | 2.4
Cc1cc(=O)n2[nH]c(-c3ccc(Cl)cc3)cc2n1 | 0.29
c1cc2nncn2nc1N1CCSCC1 | -0.89
CN(C)S(=O)(=O)c1ccc2c(c1)/C(=C/c1cc3c([nH]1)CCCC3)C(=O)N2 | -3.2
Fc1ccccc1-c1nn2c(Cc3ccccc3)nnc2s1 | 0.65
CC12CCC(C1)C(C)(C)C2NC(=O)c1ccc(Cl)cc1 (stereo not given) | 0.16
CSc1nc(-c2ccc(C)cc2)nc(N)c1C#N | -0.24
CCCc1cc(=O)[nH]c(SCC(=O)Nc2ccc(Br)cc2)n1 | -1.2
CSc1nc(NC(C)(C)C)nc(Oc2ccc(=O)[nH]n2)n1 | 0.16
CCc1ccc(C2C(C(=O)OC(C)C)=C(C)NC3=C2C(=O)CC(C)(C)C3)cc1 (stereo not given) | -0.4
CCCC(=O)N1C2=C(C(=O)c3ccccc32)C(c2ccc(Cl)cc2)c2c1n(C)c(=O)n(C)c2=O (stereo not given) | 2.6
O=C(CCCC(=O)c1ccc(F)cc1)c1ccc(F)cc1 | 1.1
CSC(=NC1CCCCNC1=O)NC#N (stereo not given) | -0.48
CCOC(=O)C(=CNNS(=O)(=O)c1ccc(C)cc1)C(=O)OCC | -0.52
COC(=O)C1=C(C)NC2=C(C(=O)CC(c3ccccc3OC)C2)C1c1cccc(OC)c1OC (stereo not given) | -0.37
CCN(CC)CCC#CC(OC)(c1ccccc1)c1ccccc1 | 2.4
Cc1ccc2c(C)nc(Nc3nc(C)cc(C)n3)nc2c1 | 0.47
Brc1ccc(SCCc2ccncc2)cc1 | 1
COC(=O)c1ccc(C2/C(=C(/O)c3ccc(C)cc3)C(=O)C(=O)N2c2cccnc2)cc1 (stereo not given) | 9
COc1ccc(CN2CCN(Cc3ccc(SC)cc3)CC2)cc1OC | 1.4
CC(Oc1ccc(Cl)cc1Cl)C(=O)NN (stereo not given) | -0.8
Cc1c(Cc2ccccc2)c(-n2ccnc2)n2c(nc3ccccc32)c1C#N | 1.7
COc1ccc(CCN=C(N)N)cc1OC | 0.68
O=C(O)c1c2c(nc3ccccc13)CCCC2 | 9.8
COc1cc(C(=O)O)c(N)c(OC)c1OC | -0.22
Cc1cc(-c2nc(-c3ccc(Cl)cc3)cs2)no1 | 0.54
CC(C)(C)c1cc2nc(C(F)(F)F)cc(N3CCNCC3)n2n1 | 0.27
O=C(CSc1nc2ccccc2nc1N1CCOCC1)N1CCN(c2cccc(Cl)c2)CC1 | 3.5*
Cn1c2c(c(=O)[nH]c1=O)C(c1ccc(C(C)(C)C)cc1)C1=C(N2)c2ccccc2C1=O (stereo not given) | 0.87
CN(C)/C=C1\C(=O)N(C)N=C1c1ccccc1O | -4
COc1ccc(-c2csc3nc(-c4ccccc4F)oc(=O)c23)cc1OC | 0.98
Cc1c2n(c3ccccc13)C/C(=C\c1ccccc1)C2=O | 0.96
COc1ccccc1C1C(C#N)=C2N=C(N)c3ccccc3N2C2=C1C(=O)CC(C)(C)C2 (stereo not given) | 5*
Clc1ccc(Cc2nc(-c3ccc(-n4cccc4)cc3)no2)cc1 | -0.15
COC(=O)c1ccc(S(=O)(=O)NN2CCOCC2)n1C | -1
Cc1ccc(-n2cnc3ncnc(-c4ccccc4)c32)cc1 | 0.71
COc1cccc(-c2csc(=NCc3cccnc3)n2-c2ccccc2)c1 | 0.83
COc1ccc(-c2noc(CSc3nc4ccc(C)cc4[nH]3)n2)cc1OC | -1
Brc1ccc(C2=Nn3c(CSc4ccccc4)nnc3SC2)cc1 | 0.22
COc1ccc2nc3c(cc2c1)c(=O)n(C)c1c3c(=O)n(C)c(=O)n1C | -1.7
O=c1[nH]nc(C(F)(F)F)n2cccc12 | -2.1
Cn1c(SCc2cccc(C#N)c2)nnc1C(F)(F)F | -0.83
c1ccc(CNc2ccc3c(c2)ncn3C2CCCCC2)nc1 | 7
COC(=O)c1sc(N2C(=O)C(O)=C(C(=O)c3cccs3)C2c2ccc(F)cc2)nc1C (stereo not given) | 1.4
COC(=O)C1=NN(c2ccc(Cl)cc2)C2C(=O)N(c3ccccc3OC)C(=O)C12 (stereo not given) | -1.2
CCOC(=O)C1=NN(c2ccc(C)cc2)C2C(=O)N(c3ccc(Br)cc3)C(=O)C12 (stereo not given) | 1.2
S=c1[nH]nc(C2CC2)n1-c1cccc(Cl)c1 | 0.72
CCOCCOC(=O)C1=C(C)NC2=C(C(=O)CC(c3cccs3)C2)C1c1ccc(O)c(OC)c1 (stereo not given) | 5*
Cc1c(Sc2ccc(Cl)cc2)cnn1C(=O)c1ccc(Cl)cc1 | -1.4
CCOC(=O)c1cc(OC(=O)c2cccs2)n(-c2ccccc2)n1 | -0.53
O=C(O)CCC1CCCC(CCC(=O)O)C1=O (stereo not given) | -0.71

# (listing goes on)
Structure | Dicer processing
Cc1cc(NC(=O)N(C)C)nn1-c1ccccc1 | -2.1
COC(=O)c1cc(C#N)c(=S)[nH]c1C(OC)OC | 2.6
CC1CC(=O)c2c(F)c(F)cc3c(=O)c(C(=O)O)cn1c23 (stereo not given) | -0.56
O=C1/C(=C\c2ccc(SC3CCCCC3)c([N+](=O)[O-])c2)SC(=S)N1Cc1ccccc1 | 7.1
CCOC(=O)c1sc(-c2ccccc2)nc1OCc1ccc(Cl)cc1 | 0.3
Fc1ccc(-c2cn3cc(Cc4ccccc4)sc3n2)cc1 | 1.2
COc1ccc(CCN2C(=O)c3cccc4c(Sc5ccccn5)ccc(c34)C2=O)cc1OC | 0.87
CCOC(=O)c1cnn(-c2ccc(Cc3ccc(-n4ncc(C(=O)OCC)c4C)cc3)cc2)c1C | -0.43
CCOC(=O)C1CCN(c2ccccc2CN2CCN(c3ccccc3OCC)CC2)CC1 | -0.72
CC(=O)Oc1ccccc1C(=O)O | 0.3
CCOC(=O)N1CCN(CC(O)Cn2c(=O)c3c(ncn3C)n(C)c2=O)CC1 (stereo not given) | 1
COc1c(C[C@H](NC(C)=O)C(=O)O)cccc1OCC1CCCC1 | 0.04

# Next section; the last 5 above are carried over.
Structure | Dicer processing
CCOC(=O)c1cnn(-c2ccc(Cc3ccc(-n4ncc(C(=O)OCC)c4C)cc3)cc2)c1C | -0.43
CCOC(=O)C1CCN(c2ccccc2CN2CCN(c3ccccc3OCC)CC2)CC1 | -0.72
CC(=O)Oc1ccccc1C(=O)O | 0.3
CCOC(=O)N1CCN(CC(O)Cn2c(=O)c3c(ncn3C)n(C)c2=O)CC1 (stereo not given) | 1
COc1c(C[C@H](NC(C)=O)C(=O)O)cccc1OCC1CCCC1 | 0.04
COc1ccc(OC)c(CN2CCN(Cc3ccc4c(c3)OCO4)CC2)c1 | 1.6
COc1ccccc1C1CC(=O)C2=C(C1)NC(C)=C(C(=O)OCC1CCCO1)C2c1ccc(F)cc1 (stereo not given) | 0.4
NNC(=O)CS(=O)Cc1cccc(C(F)(F)F)c1 (stereo not given) | -1.4
CC(C)(C)c1cc2nc(C(F)(F)F)cc(Oc3ccccc3)n2n1 | 0.23
CCOC(=O)N1CCc2c(sc3c2C(=O)NC(c2ccc(OC)cc2OC)N3)C1 (stereo not given) | 0.44
CCc1ccc2[nH]c(C(=O)Nc3ccc(Br)c(C)n3)cc2c1 | 44*
CCOC(=O)/C(C#N)=C1\NC=CC=C1OC(C)=O | 0.58
O=C1CC(Nc2ccc(N3CCOCC3)cc2)C(=O)N1c1ccccc1 (stereo not given) | -2.3
CC(C)(C)NC(=S)N1CCSCC1 | -0.45
CC(C)(CC(=O)O)CC(=O)Nc1ccc2c(c1)OCCCO2 | -0.21
CCOC(=O)/C(C#N)=C/NN(C)c1ccccc1[N+](=O)[O-] | -0.25
COc1ccc(CCNC(=S)NCCc2ccccc2)cc1OC | 0.7
O=c1o[nH]c(-c2ccccc2)c1N=Nc1ccc(Br)c(Cl)c1 | 0.18
COc1ccc(/C=N/c2c(-c3ccccc3)c(C(F)(F)F)nn2C)cc1 | -0.14
COc1cc(C2C3=C(CC(C)(C)CC3=O)Nc3ncnn32)ccc1OC(C)C (stereo not given) | 3.7*
COCCCN1CC23C=CC(O2)C(C(=O)OC)C3C1=O (stereo not given) | 0.58
CCOC(=O)C1=C(CC)NC2=C(C(=O)CCC2)C1c1ccc(OC)c(Br)c1 (stereo not given) | -1.2
C=CCN1C(=O)C(=O)/C(=C(/O)c2ccc(C)cc2)C1c1cccc(F)c1 (stereo not given) | 1.7
CCN(CC)C(=O)C(C)N(C#N)c1nc(N(C)C)nc(N(C)C)n1 (stereo not given) | 0.33
O=C(O)CC12CC3CC(C1)CC(CC(=O)O)(C3)C2 | -0.78
CC(C)(C1=N[C@@H](C(C)(C)C)CO1)C1=N[C@@H](C(C)(C)C)CO1 | 0.69
O=C(Nc1ccc2ccccc2c1)Nc1ccccc1C(=O)NCC1CC1 | 2.8
Cn1nc(C(F)(F)F)c(-c2cccc(C(F)(F)F)c2)c1NC(=O)C(C)(C)C | -0.67
CC1(C)C2CCC1(C)C(NC(=O)c1ccc(Cl)cc1)C2 (stereo not given) | -0.22
CCCc1c(O)nc2ccccn2c1=O | 0.21
CCOC(=O)C1=C(C)NC2=C(C(=O)CC(C)(C)C2)C1c1cc2c(cc1Br)OCO2 (stereo not given) | -0.27
CCOC(=O)C(NC(=S)SC)C(=O)OCC | -0.58
Cn1c(N2CCOCC2)nc2c1c(=O)n(Cc1ccc(F)cc1)c(=O)n2C | 0.06
O/N=C1\CCOc2ccc3ccccc3c21 | -0.27
O=C(c1ccc2c(c1)OCO2)N1CCN(Cc2ccc3c(c2)OCO3)CC1 | -0.91
Clc1ccc(SC/C=C/CSc2ccc(Cl)cc2)cc1 | -0.63
O=C1OC(N2CCOCC2)c2ccccc21 (stereo not given) | -0.8
CN(C)C(=O)c1c(NC(=O)c2ccccc2)sc2c1CCCC2 | -0.15
CS(=O)(=O)Nc1cccc(F)c1 | -0.31
S=C(NCCc1ccccn1)c1ccccc1 | -1.9
O=c1oc2cccnc2n1CCS(=O)(=O)c1ccc(F)cc1 | 1.4
CCCCCOCC1CC2(CC(C)(c3csc(Nc4ccccc4)n3)OC2=O)C(=O)O1 (stereo not given) | -0.43
O=C(Cn1cncn1)c1ccccc1 | -0.97
CCOc1ccccc1NC(=O)Nc1ccc(OC)nc1 | 3.8*
CCSc1nc2sc3c(c2c(=O)n1-c1ccccc1)CCN(C)C3 | 1.7
O=c1c(Cc2ccc(Cl)c(Cl)c2)c(-c2ccccc2)sc2ccccc12 | -0.98
O=C(Nc1cc(F)ccc1F)Nc1cc(C(F)(F)F)ccc1N1CCOCC1 | 1.2
S=C(NC1CCCCC1)N1CC2CCC(CC2)C1 | -0.01
Cc1cccc(NCN2C(=O)c3ccccc3C2=O)c1C | 5.1
COC(=O)c1ccc(CN)cc1 | -2.1
COc1ccc([N+](=O)[O-])c(N2CCOCC2)c1C#N | -1.9
O=C(CC(Sc1ccc(Cl)cc1)c1ccc(Cl)cc1)c1ccccc1 (stereo not given) | -3.5
CC1=C(C(=O)Nc2ccccc2)C(c2ccccn2)n2nnnc2N1 (stereo not given) | 2.3
CCOc1ccc(-n2nc3ccc(N)cc3n2)cc1 | -3.8
Cc1sc2c(c1C)C(=O)/C(=C\Nc1ncccn1)S(=O)(=O)N2C | 2
COCc1cc(=O)[nH]c(/N=C(\N)Nc2ccc(Oc3ccc(Cl)cc3)cc2)n1 | -1.7
S=c1sc2ccccc2n1CSc1nc2ccccc2[nH]1 | 0.32
O=C1CSCC(=O)N1c1ccccn1 | 7.8*
CCCCCCOc1ccc(N2C(=O)CC(N3CCSCC3)C2=O)cc1 (stereo not given) | -1.3
CCCc1nccn1S(=O)(=O)c1cc(Br)ccc1OC | 1.4
Cn1cc(Br)c(-c2cccc(N3C(=O)CC(C)(C)CC3=O)c2)n1 | -0.35
COc1ccc(-c2noc(CCc3ccccc3)n2)cc1 | 1.3
COC(=O)C/C(=N/NC(=O)c1cc([N+](=O)[O-])ccc1N)C(=O)OC | 0.65
Cc1ccc2nc3c(nc2c1)C(O)=C3O | 2.8
O=C(CSc1nccc(C(F)(F)F)n1)c1ccc(Br)cc1 | -1.7

# (more compounds)
Structure | Dicer processing
Cc1ccccc1Sc1ccccc1C(=O)O | -0.38
CCc1ccc(C2CC(=O)Nc3n[nH]c(-c4ccc(Cl)cc4)c32)cc1 (stereo not given) | 0.45
Nc1c(C(=O)c2cccs2)sc2nsc(SCCN3CCCCC3)c12 | 1.4
CCOC(=O)C1C2C=CC3(CN(c4ccccc4CC)C(=O)C13)O2 (stereo not given) | -0.39
c1ccc(Cn2nnc3c(Sc4nnc(-c5ccncc5)o4)ncnc32)cc1 | 0.49
O=C(C1Sc2nnc(-c3ccccc3)n2NC1c1ccccc1)N1CCCCC1 (stereo not given) | -0.56
Cc1cccc(CN2CCN(C(c3ccccc3)c3ccc(Cl)cc3)CC2)c1 (stereo not given) | -0.38
CCOc1cc(C2Nc3ccccc3NC3=C2C(=O)CC(c2ccccc2)C3)ccc1O (stereo not given) | 3

# Screening results: PubChem BioAssay, Center for Chemical Genomics, University of Michigan
